Screening results: PubChem BioAssay, several laboratories
Shn3 3UTR inh – reduction of Shn3 3'UTR firefly luciferase signal, primary screen, Schnurri-3 inhibitor project, cell-based, Clone20 osteoblasts, set 2. Clone20 osteoblast Shn3 3'UTR firefly luciferase, 24 h. inhibition, % at 12.5 µM. 0.52% of 360,000 active;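 active = mean inhibition of at least 75% with every replicate also reaching 75%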;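 also: 0% = median of neutral control wells and 100% = pilot-screen positive control compound; some compounds past the cut are filed as inactive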
NR2E3 ag-1 – NR2E3 agonists in two-hybrid cells, primary screen, cell-based, luminescence, CHO-S, Gal4-NCOR/VP16-NR2E3. Photoreceptor-specific nuclear receptor (Homo sapiens), Q9Y5X4. luciferase. inhibition of corepressor binding, % at 3.98 µM. 0.35% of 360,000 active. AID 602229, 2012;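 active = inhibition above the mean of all tested compounds plus 3 SD, cut at about 70% in these data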;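 also: 0% = DMSO with NR2E3 transfected cells and 100% = cells lacking NR2E3 construct; higher means lower luciferase signal from less NR2E3 corepressor binding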
Target sequence (Q9Y5X4 whole entry, looked up, the tested form may be a part): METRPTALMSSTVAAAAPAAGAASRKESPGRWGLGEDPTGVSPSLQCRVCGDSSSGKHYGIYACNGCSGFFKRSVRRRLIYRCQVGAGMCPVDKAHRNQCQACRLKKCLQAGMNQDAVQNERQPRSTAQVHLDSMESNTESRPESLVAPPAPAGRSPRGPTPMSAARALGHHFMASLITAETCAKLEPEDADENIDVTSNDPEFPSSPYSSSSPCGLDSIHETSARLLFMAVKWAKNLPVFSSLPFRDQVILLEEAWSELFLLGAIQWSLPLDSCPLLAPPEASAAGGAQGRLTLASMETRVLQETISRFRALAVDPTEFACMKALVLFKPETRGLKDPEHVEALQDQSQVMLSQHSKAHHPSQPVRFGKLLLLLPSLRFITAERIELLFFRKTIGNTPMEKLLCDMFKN
Peg3 prom inh – Peg3 promoter-driven luciferase inhibitors, primary screen, cell-based, HeLa, luciferase luminescence; HeLa PEG-Prom luciferase reporter, overnight; inhibition, % at 20 µM; AID 588405, 2011; 1.7% of 360,000 active;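 active = inhibition of at least 50% at 20 µM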
hiPSC survival – enhancers of single-cell hiPSC survival, primary screen, ATPlite luminescence. 100% = ROCK inhibitor wells, 0% = DMSO. survival enhancement, % at 20 µM. 0.044% of 360,000 active; in the data active = survival enhancement above about 18%;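 also: cells exposed to compounds for 16 hours before the ATP read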
HIF-2a inh – HIF-2a reporter inhibitors, primary screen, luminescence, 786-0 RCC cells. 786-0 RCC cells HIF-2a reporter, luciferase luminescence, overnight. inhibition, % at 18.8 µM. 0.72% of 360,000 active;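 active = inhibition of the luminescence signal of 40% or more relative to plate controls, in a single-dose primary screen at 18.75 µM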
TWEAK Fn14 block – inhibitors of TWEAK-Fn14 signaling, primary screen, luciferase reporter cells, uHTS. TWEAK-stimulated Fn14 reporter cells, luciferase luminescence, 8 h. inhibition, % at 10 µM. 2% of 360,000 active. AID 1159606, 2016; in the data active = inhibition above about 50%
CF NFkB inh – inhibitors of PAF-induced NF-kB signaling, primary screen, cell-based, GFP fluorescence, uHTS; KKLEB NF-kB-GFP reporter, GFP fluorescence overnight; inhibition, % at 5 µM; 0.86% of 360,000 active;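 active = at least 50% inhibition at 5 µM, scaled per plate between neutral and stimulator controls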;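 also: PAF is a Pseudomonas aeruginosa culture filtrate used as stimulus; plate controls were PAF-stimulated DMSO wells for no effect and unstimulated DMSO wells for full effect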
KKLEB tox – cytotoxicity in KKLEB CF airway cells, primary screen, cytotoxicity control for CF NF-kB inhibitor project, cell-based, uHTS, fluorescence assay plates; KKLEB CF airway cells viability, ATPlite luminescence, overnight; active compounds read low; cells stimulated with P. aeruginosa culture filtrate; 0.36% of 360,000 active; activity change (cytotoxicity), % at 5 µM;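 active = corrected activity change at or below -50% at 5 µM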
TRPM1 prom inh – inhibitors of MITF-dependent TRPM1 promoter reporter, primary screen, cell-based, SK-MEL-5, single point, luciferase. SK-MEL-5 TRPM1 promoter luciferase, 24 h. inhibition, % at 12.5 µM. 0.83% of 330,000 active. AID 488899, 2010;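 active = mean inhibition across replicates of 60% or more, whatever share of single replicates reaches that level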; also: values of inactives mirror those of a sister screen read the other way
aDG glyco act – activators of alpha-DG glycosylation, primary screen, uHTS, Pro5-aDG cells, AlphaScreen | alpha-DG glycosylation AlphaScreen (IIH6); 0% Pro5, 100% B10-LARGE cell signal | 0.22% of 360,000 active | activation, % at 10 µM;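 active = activation of at least 8% versus controls, or a plate z-score of at least 8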;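 also: Pro5 are CHO cells carrying HIG-tagged alpha-DG that lacks glycosylation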
NR2E3 ag-2 – inhibitors of NR2E3-RetCOR corepressor binding, primary screen, NR2E3 agonist project, biochemical, TR-FRET, GST-NR2E3, biotin-RetCOR. 1536-well. 0.12% of 320,000 active. inhibition of corepressor binding, % at 4.78 µM. AID 2300, 2010;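 active = percent inhibition above the cutoff of mean plus 3 SD of all tested compounds, set per screening campaign, cut at about 20% in these data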;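 also: 0% = DMSO wells and 100% = biotin wells as full block of FRET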
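system = GST-tagged NR2E3 plus biotinylated RetCOR corepressor | input = 1.35 nM GST-NR2E3 | also added = 7 nM biotin-RetCOR | schedule = 5 h incubation at 4 °C | measured by = TR-FRET with europium anti-GST and streptavidin-D2, 340 nm excitation | read-out = percent loss of FRET ratio relative to control wells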
* hit, by the source's call; / = not tested or not shown.

[1] Cc1ccc(C(=O)/C=C/Nc2ccccc2C(N)=O)o1
[2] CCCN(C(=O)c1cn(C)c(=O)c2ccccc12)c1ccccc1C
[3] CC1=CC(=O)C=CC1(C)C(Cl)Cl (stereo not drawn)
[4] COc1cc(C(=O)Nc2nc(OC)c(-c3ccccc3)c(OC)n2)cc(OC)c1OC
[5] COc1ccc(C)c(-n2c(N)cc(=O)n(Cc3ccccc3)c2=O)c1
[6] CC1CCC2(CC1)NC(=O)N(CC(=O)NC1CCCCC1C)C2=O (stereo not drawn)
[7] O=C(NCc1ccco1)C1CCCCN1S(=O)(=O)c1ccc(F)cc1 (stereo not drawn)
[8] Cc1ccc(NC(=O)COC(=O)c2ccc(CN3CCCC3=O)cc2)c(Cl)c1
[9] CCS(=O)(=O)c1nc(S(=O)(=O)c2ccc(C)cc2)c(N2CCN(C)CC2)s1
[10] CS(=O)(=O)N1CCN(c2ccc([N+](=O)[O-])c(N3CCOCC3)c2)CC1
Assay by compound | 1 | 2 | 3 | 4 | 5 | 6 | 7 | 8 | 9 | 10
Shn3 3UTR inh | -87 | 9 | -1 | 25 | 21 | -24 | -17 | 0 | -6 | -10
NR2E3 ag-1 | -86 | -9 | -7 | 15 | 1 | 21 | -28 | 18 | -19 | 21
Peg3 prom inh | -161 | -8 | 4 | 50* | 4 | -2 | 7 | -4 | 5 | 17
hiPSC survival | -3.2 | 0.4 | 2.0 | -0.8 | -0.2 | 2.8 | 1.0 | -0.3 | -0.6 | 11
HIF-2a inh | -288 | 23 | 21 | -12 | 7 | 16 | 14 | -19 | 5 | 12
TWEAK Fn14 block | 6 | 3 | -5 | -9 | 2 | 10 | -5 | -11 | -4 | -2
CF NFkB inh | -16 | -13 | 6 | 6 | 20 | -5 | 3 | 13 | 20 | -4
KKLEB tox | -4 | -10 | 5 | -14 | -2 | 3 | 8 | -12 | -10 | 1
TRPM1 prom inh | -57 | -2 | -1 | 15 | 2 | 11 | 10 | -6 | 36 | 7
aDG glyco act | 0.1 | 0.0 | 0.0 | -0.5 | 0.0 | 0.0 | 0.2 | 0.2 | 0.0 | -0.5
NR2E3 ag-2 | 2 | -2 | -1 | 0 | 1 | / | -1 | 2 | 1 | 2

[11] CSc1nnc(NC(=O)CCc2ccccc2)s1
[12] CCOC(=O)CSc1ccc2nnc(CCNS(=O)(=O)c3ccccc3)n2n1
[13] COc1ccc(-c2oc3c(c2C#CC2(O)CCCCC2)C(OC(C)=O)CCC3)cc1 (stereo not drawn)
[14] COc1ccc(OCC(O)Cn2c(Nc3ccccc3)nc3c2c(=O)n(C)c(=O)n3C)cc1 (stereo not drawn)
[15] CS(=O)(=O)N(Cc1ccc(Cl)cc1)c1ccc(C(=O)N/N=C/c2cc3ccccc3nc2Cl)cc1
[16] COc1ccccc1NC(=O)c1ccccc1N(Cc1ccccc1)S(C)(=O)=O
[17] COc1ccc2oc3cc(NCCN(C)C)ccc3c(=O)c2c1
[18] CCOC(=O)c1ccc(NC(=O)N2CCCCCC2)cc1
[19] O=C(Nc1csc([N+](=O)[O-])c1)Nc1c(Cl)cccc1Cl
[20] O=C(O)C1(Cc2nc3ccccc3[nH]2)CCCC1
Assay by compound | 11 | 12 | 13 | 14 | 15 | 16 | 17 | 18 | 19 | 20
Shn3 3UTR inh | -21 | 13 | / | -4 | 6 | -22 | -4 | -93 | -59 | 2
NR2E3 ag-1 | 1 | -4 | -10 | -11 | -3 | 35 | -145 | -134 | 17 | 2
Peg3 prom inh | -71 | 15 | / | 2 | 6 | 20 | -81 | -211 | 18 | 5
hiPSC survival | -0.4 | -1.6 | -0.2 | -0.9 | 4.7 | -0.1 | -1.1 | -0.1 | 0.1 | -0.5
HIF-2a inh | -91 | 14 | -18 | -3 | 18 | 19 | -37 | -208 | 28 | 9
TWEAK Fn14 block | -6 | 14 | 3 | -17 | 19 | -3 | 32 | -4 | -13 | -6
CF NFkB inh | 11 | 11 | / | -15 | -8 | -9 | -95 | 6 | 17 | -16
KKLEB tox | 3 | -1 | / | 1 | 4 | -9 | 0 | -11 | -6 | -2
TRPM1 prom inh | -33 | 1 | / | -11 | -3 | 8 | / | -88 | -3 | -1
aDG glyco act | 0.0 | -0.1 | 0.0 | 0.1 | -0.1 | 0.1 | 0.3 | 0.3 | -0.1 | -0.1
NR2E3 ag-2 | 2 | 3 | / | 3 | -4 | / | / | 2 | 0 | 1

[21] COc1cc2c(cc1NC(=O)c1ccccc1F)CCCC2
[22] COC(=O)c1sc(S(=O)(=O)N2CCC(C(N)=O)CC2)c(C(=O)OC)c1C
[23] Cc1cc2c(c(Sc3ccccc3)n1)C(=O)OC2
[24] NC(=O)c1c(NC(=O)c2ccccc2F)sc2c1CCCC2
[25] CC1(C(=O)Nc2ccc3[nH]ncc3c2)CCN1C(=O)CCc1ccccc1 (stereo not drawn)
[26] O=C(NCc1ccco1)c1c[nH]c2ccc(S(=O)(=O)N3CCOCC3)cc2c1=O
[27] COc1ccc(/C(O)=C2/C(=O)C(=O)N(CCN(C)C)C2c2ccccc2)cc1Cl (stereo not drawn)
[28] Cc1ccc2oc(=O)n(CCOc3ccccc3Cl)c2c1
[29] Cc1ccc(NC2CCCN(C(=O)CCc3ccncc3)C2)cc1C (stereo not drawn)
[30] CNC(=O)c1ccc(S(=O)(=O)c2ccc(Cl)cc2)c(NC(C)=O)c1
Assay by compound | 21 | 22 | 23 | 24 | 25 | 26 | 27 | 28 | 29 | 30
Shn3 3UTR inh | -141 | -9 | -11 | -107 | -2 | 16 | 0 | 14 | -5 | -11
NR2E3 ag-1 | -68 | -17 | -8 | -203 | 25 | 4 | -21 | 13 | -24 | -1
Peg3 prom inh | -185 | 6 | -4 | -301 | 3 | 13 | -1 | 6 | 16 | 6
hiPSC survival | -2.8 | -1.3 | 6.8 | 0.0 | 0.2 | 1.4 | 3.2 | -2.3 | -0.2 | 1.2
HIF-2a inh | -218 | 9 | -11 | -303 | 8 | 11 | 4 | -19 | 4 | 19
TWEAK Fn14 block | -23 | 14 | -14 | 21 | -6 | 3 | -3 | -7 | -1 | 14
CF NFkB inh | 8 | -9 | -6 | 0 | 0 | -2 | 10 | 2 | 9 | 7
KKLEB tox | 0 | -6 | 3 | 9 | 11 | -8 | -9 | 8 | -3 | -7
TRPM1 prom inh | -21 | 6 | -11 | -17 | / | 6 | 7 | / | 9 | 3
aDG glyco act | 0.0 | -0.2 | -0.3 | -0.1 | -0.1 | -0.1 | 0.0 | -0.3 | 0.2 | -0.1
NR2E3 ag-2 | -1 | -2 | -4 | 1 | / | / | 8 | -1 | / | -1

Five compounds drawn at random from those above, as already listed:
[29] Cc1ccc(NC2CCCN(C(=O)CCc3ccncc3)C2)cc1C (stereo not drawn)
[19] O=C(Nc1csc([N+](=O)[O-])c1)Nc1c(Cl)cccc1Cl
[2] CCCN(C(=O)c1cn(C)c(=O)c2ccccc12)c1ccccc1C
[21] COc1cc2c(cc1NC(=O)c1ccccc1F)CCCC2
[27] COc1ccc(/C(O)=C2/C(=O)C(=O)N(CCN(C)C)C2c2ccccc2)cc1Cl (stereo not drawn)
Assay by compound | 29 | 19 | 2 | 21 | 27
Shn3 3UTR inh | -5 | -59 | 9 | -141 | 0
NR2E3 ag-1 | -24 | 17 | -9 | -68 | -21
Peg3 prom inh | 16 | 18 | -8 | -185 | -1
hiPSC survival | -0.2 | 0.1 | 0.4 | -2.8 | 3.2
HIF-2a inh | 4 | 28 | 23 | -218 | 4
TWEAK Fn14 block | -1 | -13 | 3 | -23 | -3
CF NFkB inh | 9 | 17 | -13 | 8 | 10
KKLEB tox | -3 | -6 | -10 | 0 | -9
TRPM1 prom inh | 9 | -3 | -2 | -21 | 7
aDG glyco act | 0.2 | -0.1 | 0.0 | 0.0 | 0.0
NR2E3 ag-2 | / | 0 | -2 | -1 | 8

The list continues:
[31] CC(=O)c1ccc(NC(=O)CC(C)S(=O)(=O)c2ccc3c(c2)CCN3C(C)=O)cc1 (stereo not drawn)
[32] O=C(c1ccccc1)c1ccc2c(c1)OCCOCCOCCOCCO2
[33] Cc1ccc(S(=O)(=O)Nc2cc(C)on2)cc1
[34] O=C(NC1CCCC1)C(c1ccc(O)cc1)N(CC1CCCO1)C(=O)C1COc2ccccc2O1 (stereo not drawn)
[35] COc1ccc(C=O)c2[nH]c3c(Cl)ncnc3c12
[36] COc1ccc([N+](=O)[O-])cc1NC(=O)C(C)Sc1ccccc1 (stereo not drawn)
[37] CCC(=O)N(CC)c1nc(-c2ccc(OC)cc2)cs1
[38] Cc1cccc(C(=O)O/N=C(\N)Cc2ccc([N+](=O)[O-])cc2)c1
[39] Cc1ccc(-c2cc(C#N)c(=O)n(Cc3c(Cl)cccc3Cl)c2)cc1
[40] COc1cc(/C=C(\C#N)c2nc3ccccc3[nH]2)cc(Br)c1OCc1ccccc1
[41] Nc1c(Cl)ncnc1NCCc1ccc(O)cc1
[42] Cc1c(Cl)cccc1NC(=O)C1CC(=O)N(C2CCCC2)C1 (stereo not drawn)
Assay by compound | 31 | 32 | 33 | 34 | 35 | 36 | 37 | 38 | 39 | 40 | 41 | 42
Shn3 3UTR inh | 7 | 4 | 0 | -1 | -6 | 6 | -71 | -3 | 47 | 13 | 67 | 58
NR2E3 ag-1 | -44 | 2 | -13 | -2 | 7 | -20 | -85 | -42 | 11 | -51 | -16 | 8
Peg3 prom inh | -26 | 9 | 2 | 9 | 4 | 8 | -220 | 3 | 8 | 53* | 7 | -5
hiPSC survival | 0.3 | -0.2 | 0.3 | -2.8 | 0.3 | -1.3 | 2.7 | 4.8 | 2.3 | 0.6 | -0.6 | 1.5
HIF-2a inh | -7 | 7 | 8 | 16 | 19 | 19 | -252 | -7 | 11 | -6 | -9 | 0
TWEAK Fn14 block | -14 | -9 | -14 | 5 | -48 | 8 | -22 | -20 | -26 | 24 | 1 | 11
CF NFkB inh | 4 | 15 | 12 | 6 | -21 | 12 | -25 | -13 | 15 | -2 | 1 | -1
KKLEB tox | -2 | -2 | 0 | 12 | 0 | -16 | -4 | 3 | -11 | -7 | -7 | 1
TRPM1 prom inh | -18 | 13 | 11 | 8 | 5 | 1 | -67 | 5 | -10 | 12 | 15 | 0
aDG glyco act | -0.1 | 0.0 | 0.0 | 0.0 | 0.3 | -0.1 | 1.0 | 0.0 | 0.0 | 1.0 | 0.8 | -0.2
NR2E3 ag-2 | 0 | 2 | 6 | 3 | / | 5 | -8 | 2 | 5 | -1 | -4 | /
